# Exocytosis inh = lytic granule exocytosis inhibition. TALL-104 LAMP-1 surface exposure, flow cytometry; cells stimulated with thapsigargin and PMA. inhibition, % at 10 µM. hit rate 0.66% among 360,000;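 active = inhibition above about 55%, limit read from the data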
# TLR9-MyD88 block = TLR9-MyD88 interaction inhibition; CHO BLA complementation TLR9-MyD88, CCF4 FRET ratio; hit rate 0.21% among 340,000; AID 504734; inhibition, % at 4.98 µM; Q9NR96+Q99836;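 active = inhibition above the mean over all tested compounds plus 3 SD, cut at about 21% in these data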;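 also: 0% = DMSO only wells and 100% = clavulanate BLA inhibitor control wells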
# ABCB6 inh 2 = blocks the human ABCB6 transporter | fluorescence ratio to DMSO, % at 10 µM | Q9NP58 | K562-ABCB6 porphyrin accumulation, flow cytometry, 1 h; stronger effect = lower value | hit rate 0.19% among 360,000;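 active = fluorescence ratio to DMSO below 75%, the collection mean minus 3 SD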;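 also: signal is porphyrin accumulated inside mitochondria; 100% equals median channel fluorescence of DMSO control wells; lower ratio means ABCB6 inhibition with less porphyrin fluorescence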
# Target sequence (Q9NP58 whole entry, looked up): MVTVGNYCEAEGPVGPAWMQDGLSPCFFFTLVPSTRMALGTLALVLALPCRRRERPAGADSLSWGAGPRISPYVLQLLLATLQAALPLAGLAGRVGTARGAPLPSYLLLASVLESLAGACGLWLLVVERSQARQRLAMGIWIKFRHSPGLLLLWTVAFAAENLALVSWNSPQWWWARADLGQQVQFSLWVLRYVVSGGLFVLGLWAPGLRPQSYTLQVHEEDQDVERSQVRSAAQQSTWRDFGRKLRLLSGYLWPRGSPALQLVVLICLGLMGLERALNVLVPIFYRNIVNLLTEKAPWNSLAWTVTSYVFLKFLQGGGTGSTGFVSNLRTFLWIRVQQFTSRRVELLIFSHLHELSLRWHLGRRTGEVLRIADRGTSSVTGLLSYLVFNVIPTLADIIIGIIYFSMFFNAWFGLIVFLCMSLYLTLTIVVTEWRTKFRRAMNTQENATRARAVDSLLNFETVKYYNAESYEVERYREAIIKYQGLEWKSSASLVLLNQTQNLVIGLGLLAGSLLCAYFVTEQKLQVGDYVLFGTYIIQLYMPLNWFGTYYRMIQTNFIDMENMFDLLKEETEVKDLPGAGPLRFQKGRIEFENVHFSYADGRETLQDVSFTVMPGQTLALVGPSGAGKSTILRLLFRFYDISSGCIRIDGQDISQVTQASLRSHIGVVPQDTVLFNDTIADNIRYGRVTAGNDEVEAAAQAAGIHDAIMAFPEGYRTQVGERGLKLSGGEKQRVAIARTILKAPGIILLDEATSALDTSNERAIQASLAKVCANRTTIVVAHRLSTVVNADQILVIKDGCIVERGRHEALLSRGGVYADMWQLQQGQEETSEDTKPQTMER
# aDG glyco act = alpha-DG glycosylation activation. Pro5-aDG cells, alpha-DG glycosylation AlphaScreen (IIH6); 0% Pro5, 100% B10-LARGE cell signal. activation, % at 10 µM. hit rate 0.22% among 360,000. AID 624168;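 active = activation of at least 8% versus controls, or a plate z-score of at least 8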;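 also: Pro5 are CHO cells carrying HIG-tagged alpha-DG that lacks glycosylation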
# Vif inh = blocks HIV Vif function; inhibition, % at 7.49 µM; HEK293T cells, Vif self-association by quenched fluorescence, imaging, 24 h; hit rate 0.35% among 340,000; AID 602346; in the data active = inhibition above about 50%, passing the limit was not always enough; also: some results filed as inactive read as strong as hits
# ABHD5-PLIN5 inh = blocks binding of human ABHD5 to perilipin-5; inhibition, % at 4 µM; Q00G26+Q8WTS1; AID 602281; hit rate 0.78% among 360,000; Split G. princeps luciferase complementation, luminescence, 4 h;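 active = inhibition above the mean inhibition across every tested compound plus 3 SD, cut at about 22% in these data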;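 also: 0% = DMSO only wells and the 100% control is not disclosed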
# MC4R barr agon = activates human MC4R beta-arrestin recruitment. P32245. U2OS MC4R beta-arrestin complementation, luminescence; percent of melanotan II response, DMSO zero. activation, % at 8.9 µM. hit rate 0.98% among 360,000. AID 540308;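 active = activation above a per-plate cutoff, the mean activation of sample wells on that plate plus 3 SD, cut at about 8% in these data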
# N-glyco inh = blocks N-linked glycosylation in D54 reporter cells; D54 ERlucT glycosylation luciferase reporter, 24 h; percent of 100 nM tunicamycin response; reporter increase, % at 12.5 µM; hit rate 0.23% among 360,000; AID 588692;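 active = mean luciferase reporter signal, scaled so untreated is 0 and the glycosylation-blocking control 100, at or above a set limit in every replicate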;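 also: luciferase carries N-glycosylation sites so blocking glycosylation raises the light; 0% = median of neutral control wells and 100% = median of 100 nM tunicamycin wells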
# MC4R antagonist = blocks human MC4R cAMP signaling; MC4R-expressing cells, MTII-stimulated cAMP, LANCE TR-FRET; P32245; AID 540295; hit rate 0.48% among 360,000; inhibition, % at 6.5 µM;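 active = inhibition above its plate's cutoff, the mean of tested wells on that plate plus 3 SD, cut at about 29% in these data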;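 also: 0% = Melanotan II alone and 100% = Melanotan II plus saturating MCL0020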
#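 Material: U2OS-MC4R stable cell line | Reagent: Melanotan II challenge after compound preincubation | Doses: One concentration, 6.5 µM nominal | Incubation: 30-min compound preincubation, 1-h Melanotan II challenge, 1-h detection, room temperature | Signal: TR-FRET cAMP assay | Replicates: One well per compound, no replicates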
# NOD2-RIPK2 inh = inhibitors of human NOD2-RIPK2 interaction | CHO BLA complementation NOD2-RIPK2, CCF4 ratio | hit rate 0.38% among 360,000 | AID 624267 | inhibition, % at 4.98 µM; in the data active = inhibition above about 21%;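 also: 0% = vehicle only and 100% = reference blocker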
# Starred values were filed as active, the others as inactive; . = not tested or not shown; & = joins results of further samples. Some of the compounds tested; the hit share may differ from the screen's.
SMILES,Exocytosis inh,TLR9-MyD88 block,ABCB6 inh 2,aDG glyco act,Vif inh,ABHD5-PLIN5 inh,MC4R barr agon,N-glyco inh,MC4R antagonist,NOD2-RIPK2 inh
Cc1cccc(NC(=O)c2ccc3ccccc3n2)c1C,0,10,102,-0.2,-11,4,2.4,-7,2,-13
CCOc1ccccc1N1CCN(C(=O)c2cc(S(=O)(=O)N3CCCCC3)ccc2C)CC1,2,-5,95,0.1,-3,-5,0.2,-2,7,3
O=C(c1ccc2ccccc2n1)N1CCN(c2ccccc2O)CC1,-3,12,97,0.3,.,-1,-0.9,1,2,4
CCOc1cc(/C=C2/SC(=S)N(CC3CCCO3)C2=O)ccc1O (configuration not stated),3,11,230,0.3,-14,-3,0.8,-1,-8,-6
O=C(CCC(=O)N1CCN(S(=O)(=O)c2ccccc2)CC1)c1ccc(Br)cc1,0,5,98,0.2,9,2,-0.5,-4,7,-10
COc1ccc(NC(=O)CC2S/C(=N\c3nccs3)N(C)C2=O)cc1 (configuration not stated),12,5,94,0.7,4,-1,-1.6,0,-2,-5
COc1ccccc1NC(=O)c1cccc(S(=O)(=O)N2CCN(c3ccccc3)CC2)c1,7,-1,96,0.3,1,-12,-1.1,-5,-4,-2
N#CCC(=O)N1CCn2c1nc1ccccc12,-8,8,107,-0.1,7,-1,-0.4,0,5,-11
CC1(C(=O)NCc2cccs2)CCN1CCc1ccccc1 (configuration not stated),-4,.,98,-0.1,-7,-5,0.8,-2,9,-9
N#Cc1cn(CC(=O)N2CCc3ccccc3C2)c2ccccc12,-2,-3,91,0.2,-1,-9,-0.1,-2,-3,-4
Cc1cnc(C)c(Nc2nc(C(N)Cc3ccc(C(F)(F)F)cc3)cs2)n1 (configuration not stated),6,.,103,2.1,.,-10,7.5,-5,-5,-11
CCC(O)(CC)C(=O)N/N=C/c1cc(Br)cc(Br)c1O,3,-11,104,-0.1,-13,1,3.1,-1,1,15
O=C(NCc1ccncc1)[C@@H]1CCCN1C(=O)[C@@H]1CCCN1C(=O)c1ccccc1Cl,2,.,98,0.1,.,2,.,.,.,-4
O=C(Nc1ncccc1O)c1ccc(NS(=O)(=O)c2ccc3[nH]c(=O)[nH]c3c2)cc1,2,2,95,0.2,14,5,4.2,18,-6,0
COC(=O)CCC(=O)N1CCCC(C(=O)c2cc(F)ccc2F)C1 (configuration not stated),1,-6,99,0.0,7,-1,-1.8,1,1,-4
COC(=O)c1ccc(C)c(NC(=O)c2c(-c3ccccc3)noc2C)c1,2,-8,97,0.0,.,0,0.4,1,6,-84
COc1cc(SC#N)ccc1N=Cc1c(C)[nH]n(-c2ccc(C)cc2C)c1=O,3,-1,113,0.1,.,27*,-2.2,1,-1,-12
O=C(COc1ccccc1Cl)N1CCCCCCC1,-4,-1,100,-0.1,-2,0,-0.8,-1,8,0
COc1ccc(CN2C(=O)C(Cc3ccccc3)Nc3ncnc(N4CCOCC4)c32)cc1 (configuration not stated),-6&-4,-3,98&104,0.1&-0.1,3,3&-1,-1.1,-2&1,0,-2&-2
O=C(NCCN1CCOCC1)C1CC(=O)N(c2ccc(F)c(Cl)c2)C1 (configuration not stated),4,-1,102,-0.1,-2,-1,-0.3,1,1,-12
Cc1cc(C)n(-c2cc(N3CCN(C(=O)c4cccc(Br)c4)CC3)ccc2[N+](=O)[O-])n1,2,0,93,2.0,-16,1,-1.4,2,7,-2
COCCNC(=O)c1ccc(N2CC3CC(C2)c2cccc(=O)n2C3)c(NC(=O)c2ccc(F)cc2)c1 (configuration not stated),17,9,101,-0.2,-4,0,-1.4,1,2,2
CCSc1ccccc1C(=O)Nc1ccc([N+](=O)[O-])cc1OC,3,0,102,-0.1,.,-4,-1.9,-1,7,-3
COc1ccc(NC(=O)c2cc(C)nn2-c2ccccc2)cc1,-10,1,96,0.0,-6,5,0.6,-1,14,4
Cc1ccc(F)cc1CNC(=O)C1CCC(=O)N(C2CC2)C1 (configuration not stated),5,-3,101,-0.1,-4,9,0.2,2,-7,1
Cc1ccc(C)c(S(=O)(=O)Nc2ccc(C(=O)NCC(c3ccco3)N(C)C)cc2)c1 (configuration not stated),13,-8,98,0.1,10,5,-1.9,-1,0,3
CC(C)CNC(=O)c1[nH]c(C(F)(F)F)nc1-c1ccccc1,8,.,106,1.0,-4,-10,.,1,.,-3
Cc1cccc(NC(=S)NCCO)c1C,2,-3,100,1.7,15,1,-0.7,2,10,1
O=C(NN1C(=O)C2C(C1=O)C1C=CC2C12CC2)c1cccnc1 (configuration not stated),-6,3,97,-0.4,-9,-3,-1.2,2,6,-7
CN(C(=O)c1ccccc1C(=O)OCC(=O)c1ccc(Br)cc1)c1ccccc1,0,2,97,0.1,0,3,-2.0,-5,1,3
O=C(NC(=S)Nc1nc2ccc(F)cc2s1)c1ccco1,0,-10,103,-0.1,-25,-2,0.8,-7,14,0
CC1(Cc2ccccc2C#N)C(=O)Nc2ccc(-c3ccccc3)cc21 (configuration not stated),1,.,106,0.0,-6,-7,1.4,-3,3,2
CCOc1ccccc1NC(=O)C1CCN(S(=O)(=O)c2c(C)noc2C)CC1,1,-1,101,0.0,5,0,-0.1,1,2,6
CCN1C(=O)[C@H]2[C@@H](c3ccc(SC4CCCCC4)cc3)N3CCCC[C@@]3(C(=O)OC)[C@H]2C1=O,-6,7,94,0.5,14,-26,2.2,0,-1,-9
O=C(CSc1ccccc1F)NNC(=O)c1ccncc1,0,0,96,-0.4,20,-7,-0.9,-2,9,-8
COCCN(Cc1ccco1)C(=O)Cn1ncc2c(=O)oc3ccccc3c21,4,-1,98,0.0,4,-10,-1.2,2,3,-6
CC(=O)c1sc(NC(=O)c2cccs2)nc1C,4,0,105,0.0,-6,7,-1.6,5,5,3
COc1cc(N=Nc2ccc(C)cc2S(N)(=O)=O)c(C)cc1N,49,-3,98,-0.3,-17,-1,-2.4,4,2,1
COc1ccc(CNc2cc(NCCCO)c([N+](=O)[O-])c3nonc23)cc1,6,-3,104,0.7,-14,-6,-0.5,3,-1,-9
Cc1oc(-c2ccc(Cl)cc2)nc1CN1CCC(C(=O)NCCCN2CCCC2=O)CC1,-5,-4,102,0.0,-4,4,-0.4,-5,-2,-2
CCCCC1(C)OC(=O)C(=Cc2ccc(N(CC)CC)cc2)C(=O)O1 (configuration not stated),0,-5,244,-0.3,1,2,-1.7,-1,-3,-11
Cn1cccc1/C=N/NC(=O)C12CC3CC(CC(C3)C1)C2,-6,10,102,-0.4,-3,-6,-1.8,1,6,-5
O=C(NCc1ccccc1)C(c1ccccc1F)n1c(=O)c(-c2cc3ccccc3[nH]2)nc2ccccc21 (configuration not stated),13,.,.,1.3,.,1,.,.,.,53*
NC(=O)c1ccc[n+](CC(=O)c2ccc(Cl)c(Cl)c2)c1,8,6,105,0.0,-7,5,-1.4,0,9,-1
COC(=O)c1ccc(NC(=O)CCc2nnc3ccc(N4CCC5(CC4)OCCO5)nn23)cc1,-1,-4,100,0.0,-1,4,-0.8,2,-8,-6
Cc1ccccc1NC(=O)c1ccccc1,-2,-3,94,-0.1,-3,-6,-2.8,1,6,-5
CNC(=O)C[C@@H]1CC[C@@H]2[C@H](COC[C@H](O)CN2S(=O)(=O)c2ccccc2Cl)O1,0,.,.,0.0,.,10,.,.,.,5
CC(C)CNC(=O)C1(C)CCCN1C(=O)c1ccc2c(c1)CCO2 (configuration not stated),-3,.,101,0.0,8,6,0.6,0,-7,-8
CCOc1ccc(-c2cc(C(=O)N3CCN(C)CC3)c3ccccc3n2)cc1,-1,0,98,0.3,7,-1,-0.9,-8,12,2
Cc1ccc(S(=O)(=O)CCC(=O)N2CCN(c3ccccc3O)CC2)cc1,-3,2,92,0.1,.,13,-1.6,3,7,-2
Cc1ccc(N2C(=O)NC(NS(=O)(=O)c3ccc(C)cc3)(C(F)(F)F)C2=O)cc1 (configuration not stated),-9,21*,105,-0.1,13,1,-0.5,2,3,-5
COc1cccc(CN=c2c([N+](=O)[O-])nn(-c3ccccc3C)n2O)c1,-5,-1,103,-0.1,.,12,1.8,-1,5,-9

# Some of these compounds in order of number of heavy atoms, lowest first.
SMILES,Exocytosis inh,TLR9-MyD88 block,ABCB6 inh 2,aDG glyco act,Vif inh,ABHD5-PLIN5 inh,MC4R barr agon,N-glyco inh,MC4R antagonist,NOD2-RIPK2 inh
Cc1ccccc1NC(=O)c1ccccc1,-2,-3,94,-0.1,-3,-6,-2.8,1,6,-5
CC(=O)c1sc(NC(=O)c2cccs2)nc1C,4,0,105,0.0,-6,7,-1.6,5,5,3
NC(=O)c1ccc[n+](CC(=O)c2ccc(Cl)c(Cl)c2)c1,8,6,105,0.0,-7,5,-1.4,0,9,-1
Cn1cccc1/C=N/NC(=O)C12CC3CC(CC(C3)C1)C2,-6,10,102,-0.4,-3,-6,-1.8,1,6,-5
COc1cc(N=Nc2ccc(C)cc2S(N)(=O)=O)c(C)cc1N,49,-3,98,-0.3,-17,-1,-2.4,4,2,1
CC(C)CNC(=O)C1(C)CCCN1C(=O)c1ccc2c(c1)CCO2 (configuration not stated),-3,.,101,0.0,8,6,0.6,0,-7,-8
CCCCC1(C)OC(=O)C(=Cc2ccc(N(CC)CC)cc2)C(=O)O1 (configuration not stated),0,-5,244,-0.3,1,2,-1.7,-1,-3,-11
COc1cccc(CN=c2c([N+](=O)[O-])nn(-c3ccccc3C)n2O)c1,-5,-1,103,-0.1,.,12,1.8,-1,5,-9
COc1ccc(CNc2cc(NCCCO)c([N+](=O)[O-])c3nonc23)cc1,6,-3,104,0.7,-14,-6,-0.5,3,-1,-9
CCOc1ccc(-c2cc(C(=O)N3CCN(C)CC3)c3ccccc3n2)cc1,-1,0,98,0.3,7,-1,-0.9,-8,12,2
Cc1ccc(N2C(=O)NC(NS(=O)(=O)c3ccc(C)cc3)(C(F)(F)F)C2=O)cc1 (configuration not stated),-9,21*,105,-0.1,13,1,-0.5,2,3,-5
Cc1oc(-c2ccc(Cl)cc2)nc1CN1CCC(C(=O)NCCCN2CCCC2=O)CC1,-5,-4,102,0.0,-4,4,-0.4,-5,-2,-2
COC(=O)c1ccc(NC(=O)CCc2nnc3ccc(N4CCC5(CC4)OCCO5)nn23)cc1,-1,-4,100,0.0,-1,4,-0.8,2,-8,-6
O=C(NCc1ccccc1)C(c1ccccc1F)n1c(=O)c(-c2cc3ccccc3[nH]2)nc2ccccc21 (configuration not stated),13,.,.,1.3,.,1,.,.,.,53*
